Screening results deposited in PubChem BioAssay by National Center for Advancing Translational Sciences (NCATS).
GALK inhibitor: qHTS Assay for Inhibitors of Human Galactokinase (GALK): NCGC Sytravon Library Screen. recombinant GALK, Kinase-Glo ATP luminescence, 1 h. Potency, µM (top dose mostly 57.5 µM), inactives show top-dose activity, negative = inhibition, hits mostly inhibitors. 44,000 tested, under 10 active. AID 1347072, 2019;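 further: plate controls were full GALK reaction for no effect and reaction lacking GALK for full effect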
Target sequence (P51570 whole entry, looked up): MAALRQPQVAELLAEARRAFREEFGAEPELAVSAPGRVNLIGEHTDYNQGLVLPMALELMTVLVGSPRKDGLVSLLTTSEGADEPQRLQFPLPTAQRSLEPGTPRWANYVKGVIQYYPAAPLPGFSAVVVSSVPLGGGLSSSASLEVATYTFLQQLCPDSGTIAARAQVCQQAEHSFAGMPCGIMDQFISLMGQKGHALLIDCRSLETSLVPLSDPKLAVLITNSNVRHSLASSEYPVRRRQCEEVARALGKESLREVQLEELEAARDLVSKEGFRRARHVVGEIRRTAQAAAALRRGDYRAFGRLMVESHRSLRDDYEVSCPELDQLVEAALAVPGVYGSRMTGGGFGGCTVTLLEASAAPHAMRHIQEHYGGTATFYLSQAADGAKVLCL
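Human GALK (5 nM) was incubated with 35 uM ATP and 100 uM galactose in 20 mM HEPES pH 8.0 with MgCl2, NaCl, DTT and BSA for 1 h at room temperature. Remaining ATP was measured by Kinase-Glo Plus luminescence.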
p53null 39C kill: qHTS Screen for Compounds that Selectively Target Cancer Cells with p53 Mutations: Cytotoxicity of p53 Null Cells at the Nonpermissive Temperature; H1299 p53-null (neo) cells, 39C, ATPlite viability, 24 h; Potency, µM (series often up to 46.1 µM), for the others: at the top dose activity, negative = cell killing, hits mostly cytotoxic; 0.97% of 55,000 active;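 further: potency means the concentration at half of the fitted maximal effect; 0% = DMSO only and -100% = full killing by 100 µM tamoxifen; nearly all actives have a fitted effect of over 50% in size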
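Luminescent ATP signal reported cell survival after H1299 lines (neo, p53 null; or p53 A138V) received up to 46 uM compound and 24 hr incubation at 39C.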
p53null 32C tox: qHTS Screen for Compounds that Selectively Target Cancer Cells with p53 Mutations: Cytotoxicity of p53 Null Cells at the Permissive Temperature | H1299-neo p53 null cells, ATP luminescence, 24 h, 32C | Potency, µM (highest dose often 46.1 µM), for inactives: at the highest dose activity change, negative = cytotoxicity, usual class: cytotoxic | 0.62% of 55,000 active | AID 903, 2007;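 further: potency means the concentration at half of the fitted maximal effect; 0% = DMSO only and -100% = full killing by 100 µM tamoxifen; nearly all actives have a fitted effect of over 55% in size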
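Luminescent ATP readout gave cell viability of p53-null H1299-neo cells after a 24 h compound exposure at the permissive 32C. Titrations ran up to 46 uM, and AC50s were fitted with the standard Hill equation.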
PTAP-TSG101 blk: qHTS Validation Assay for Inhibitors of HIV-1 Budding by Blocking the Interaction of PTAP/TSG101: Sytravon Library Screen | Tumor susceptibility gene 101 protein (Homo sapiens), Q99816 | Fluorescence polarization, FITC-PTAP peptide/Tsg101, 20 min | Potency, µM (top dose mostly 115 µM), for the others: at the highest dose activity change, negative = inhibition, hits mostly inhibitors | 44,000 tested, under 10 active; further: potency means the concentration at half of the fitted maximal effect; 0% is about no effect
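The Tsg101 binding domain, at 10 uM final, is mixed with compound and a FITC peptide bearing the PTAP motif (50 nM final). After 20 min at r.t., polarization is measured; actives defined by CRC class, efficacy cut-off 60% inhibition.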
B2AR arrestin ag: qHTS assay of beta-arrestin-biased ligands of beta2-adrenergic receptor: NCGC Sytravon Library Screen. Potency, µM (doses to about 46.1 µM), without a hit: at the highest dose activation, most hits filed as activators. 44,000 tested, under 10 active. HTLA Tango cells, beta-arrestin recruitment, luciferase luminescence, 18 h. AID 1347077, 2019;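 further: potency means the concentration at half of the fitted maximal effect; 0% = DMSO and full agonism = EC100 isoproterenol or metaproterenol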
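Ligand-induced beta-arrestin recruitment to recombinant beta2-AR is measured via a tTA-driven luciferase reporter in Tango cells after 18 hr compound exposure at 37 degrees C. Concentrations span up to 46 microM.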
FH mod: Identification of activators of human fumarate hydratase by quantitative high-throughput screening. Potency, µM (series often up to 79.9 µM), for inactives: at the highest dose activity change, negative = inhibition, most hits filed as inhibitors. 0.22% of 54,000 active. FH coupled MDH/diaphorase resazurin fluorescence, 15 min; further: potency means the concentration at half of the fitted maximal effect; on the % scale 0 is the no-effect control and ±100 the full control effect; the screen sought activators but most active calls are inhibition curves; nearly all actives have a fitted effect of over 45% in size
Target sequence (P07954 whole entry, looked up): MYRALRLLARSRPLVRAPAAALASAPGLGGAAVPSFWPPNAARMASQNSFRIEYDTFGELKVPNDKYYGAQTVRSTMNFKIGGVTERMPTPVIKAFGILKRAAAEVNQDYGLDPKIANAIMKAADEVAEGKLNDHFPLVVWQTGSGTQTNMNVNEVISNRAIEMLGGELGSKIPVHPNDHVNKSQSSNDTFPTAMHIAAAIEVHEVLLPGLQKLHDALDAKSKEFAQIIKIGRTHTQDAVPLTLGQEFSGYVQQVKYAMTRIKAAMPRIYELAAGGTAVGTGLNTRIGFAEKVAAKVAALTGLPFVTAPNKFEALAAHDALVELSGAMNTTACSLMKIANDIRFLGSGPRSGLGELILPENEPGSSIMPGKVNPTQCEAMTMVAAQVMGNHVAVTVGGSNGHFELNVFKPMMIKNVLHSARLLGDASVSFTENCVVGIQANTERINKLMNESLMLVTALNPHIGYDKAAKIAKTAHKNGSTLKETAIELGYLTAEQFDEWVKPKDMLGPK
NTMT1 inh: Primary qHTS for Inhibitors of N-terminal methyltransferase 1 (NTMT1): MTaseGlo Assay | 2.5% of 59,000 active | NTMT1 MTase-Glo SAH luminescence, purified enzyme | Potency, µM (top dose mostly 114 µM), without a hit: at the highest dose activity change, negative = inhibition, actives largely listed as inhibitors | N-terminal Xaa-Pro-Lys N-methyltransferase 1 (Homo sapiens), Q9BV86;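 further: potency means the concentration at half of the fitted maximal effect; plate controls were DMSO vehicle for no effect and no enzyme for full effect; nearly all actives have a fitted effect of over 65% in size; many of its hits are not listed in these tables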
An asterisk follows results filed as active; ? = inconclusive; nt = not tested or not shown; [ ] = remark or other dose. The call rests on the fitted dose curve; in most records, active means well fitted curve in the direction sought with a large enough effect; inconclusive means small, poorly fitted or top-dose-only effect, or another doubt; inactive means no such curve, though single readings can be large; an effect the other way counts as inactive or inconclusive.

molecule	GALK inhibitor	p53null 39C kill	p53null 32C tox	PTAP-TSG101 blk	B2AR arrestin ag	FH mod	NTMT1 inh
Cc1ccccc1Cn1nc(C)c(NC(=O)c2cc(CC(C)C)on2)c1C	4%	-23%	15%	-3%	0%	nt	nt
Cc1sc2ncn(CC(=O)N3CCN(c4ccc(F)cc4)CC3)c(=O)c2c1S(=O)(=O)N1CCCCC1	5%	-8%	3%	-6%	0%	-8%	-5%
CCOC(=O)N1CCN(C(=O)CN(c2ccc(C)cc2C)S(=O)(=O)c2ccccc2)CC1	-1%	-2%	5%	5%	-2%	11%	-19%
COc1cccc(N2CCN(C(=O)C3CCC(CNS(=O)(=O)c4ccc(Br)s4)CC3)CC2)c1 (stereo unspecified)	1%	-11%	0%	1%	1%	-19%	6%
COc1cc(NC(=O)c2ccc(C)c(Cl)c2)ccc1NC(=O)c1cc2ccccc2o1	3%	15%	-6%	-1%	1%	-3%	1%
Cn1c(=O)c2c(nc(N3CCOCC3)n2Cc2ccccc2Cl)n(C)c1=O	0%	4%	6%	0%	-1%	-3%	2%
CCC1CN(C(=O)N2CCC(C(=O)NCc3cc(OC)c(OC)c(OC)c3)CC2)c2ccccc2O1 (stereo unspecified)	1%	-21%	2%	1%	1%	-8%	8%
Cc1oc2ncn(C)c(=O)c2c1C(=O)NCc1ccc(Cl)cc1	2%	-8%	-6%	0%	1%	-2%	-2%
CCCC(=O)Nc1ccc2c(c1)nc(CN1CCN(C(=O)OCC)CC1)n2C(C)C	-5%	?	19%	-1%	-4%	-7%	15%
CCC(C(=O)NC1CCCCC1)n1c(SCc2cccc(F)c2)nc2ccncc21 (stereo unspecified)	3%	-24%	11%	0%	-4%	-11%	7%
COC(=O)CC1Oc2ccccc2-n2cc(-c3ccc(C)cc3)nc21 (stereo unspecified)	4%	nt	nt	-4%	1%	-3%	-2%
Cc1cccc(C)c1Nc1c(-c2cccs2)nc2ncccn12	2%	-12%	-4%	-1%	-1%	-5%	-4%
CCOc1ccc(NC(=O)CSc2nc3c(oc4ccccc43)c(=O)n2CCOC)cc1	1%	3%	1%	2%	-1%	4%	9%
COc1cccc(/C=C/C(=O)Nc2ccc3nc(N4CCN(C)CC4)cc(C)c3c2)c1OC	-4%	20µM*	?	-1%	0%	0%	-9%
CCOC(=O)c1cccc(NC(=O)c2cnc3sc(N4CCOCC4)nn3c2=O)c1	3%	-15%	-7%	-4%	-1%	nt	nt
CCOc1ccc(C2CC(=O)c3c([nH]c(C(=O)OCCOc4ccccc4)c3C)C2)cc1 (stereo unspecified)	2%	?	-23%	7%	1%	2%	13%
COc1ccccc1N1CCN(c2ncnc3c2cnn3C)CC1	2%	4%	30%[activator]	-3%	-1%	-6%	-8%
Cc1ccc(-c2nc(C)c(CCNC(=O)C(=O)Nc3cc(C)ccc3C)s2)cc1	2%	19%	4%	-1%	0%	2%	16%
CCC(=O)N1CCc2cc(S(=O)(=O)CCC(=O)Nc3ccc(OC(F)(F)F)cc3)ccc21	8%	2%	6%	-3%	1%	-7%	8%
CCS(=O)(=O)c1ncc(Cl)c(C(=O)N2CCN(c3cccc(Cl)c3)CC2)n1	-7%	3.2µM*	?	-6%	-1%	1%	-3%
CCc1cccc(NC(=O)c2cnc(SC)nc2-c2ccccc2)c1	2%	-11%	6%	0%	-1%	-28%	-3%
Cc1ccc2occ(CC(=O)Nc3c(C)cccc3C)c2c1	4%	21%	0%	-8%	0%	-24%	5%
Cc1cc(NCc2ccc(Cl)cc2)n2cnnc2n1	7%	-26%	-7%	-10%	0%	16%	11%
Cc1ccc(S(=O)(=O)c2cn(Cc3ccccc3)c3cc(N4CCCC4)c(F)cc3c2=O)cc1C	3%	-5%	-6%	1%	0%	?	5%
CCCCN(CCCC)C(=O)CN(C)S(=O)(=O)c1ccc2c(c1)c(=O)n(C)c(=O)n2C	1%	9%	-4%	-2%	-1%	2%	5%
COc1ccc(C(=O)Nc2cc(S(=O)(=O)c3ccc(Cl)cc3)c(O)c(C)c2C)cc1	-4%	-12%	-4%	-3%	1%	-18%	0%
CCOc1ccc(CNC(=O)c2ccc3c(c2)nc2n3CCC(C)C2)cc1OC (stereo unspecified)	0%	6%	-7%	1%	1%	-2%	-3%
COc1ccccc1C(=O)Nc1nnc2n1CCS2	-7%	16%	0%	-3%	0%	5%	3%
Cc1ccc(Cn2c(C)c(CNCC(C)c3ccccc3)c(C(=O)O)c2C)cc1 (stereo unspecified)	-1%	-27%	1%	1%	-3%	3%	-2%
Nc1c(C(=O)NCc2ccc(Cl)cc2Cl)nnn1Cc1ccc(Br)cc1	-1%	-17%	-2%	13%	1%	-15%	4%

Pulled one by one from the entries so far (4):
molecule	GALK inhibitor	p53null 39C kill	p53null 32C tox	PTAP-TSG101 blk	B2AR arrestin ag	FH mod	NTMT1 inh
CCc1cccc(NC(=O)c2cnc(SC)nc2-c2ccccc2)c1	2%	-11%	6%	0%	-1%	-28%	-3%
CCCC(=O)Nc1ccc2c(c1)nc(CN1CCN(C(=O)OCC)CC1)n2C(C)C	-5%	?	19%	-1%	-4%	-7%	15%
CCOc1ccc(CNC(=O)c2ccc3c(c2)nc2n3CCC(C)C2)cc1OC (stereo unspecified)	0%	6%	-7%	1%	1%	-2%	-3%
Cc1ccc(Cn2c(C)c(CNCC(C)c3ccccc3)c(C(=O)O)c2C)cc1 (stereo unspecified)	-1%	-27%	1%	1%	-3%	3%	-2%

Next part.
molecule	GALK inhibitor	p53null 39C kill	p53null 32C tox	PTAP-TSG101 blk	B2AR arrestin ag	FH mod	NTMT1 inh
COC(=O)c1c(NC(=O)CCCOc2ccccc2C)sc2c1CCC2	1%	-4%	-5%	3%	0%	nt	nt
CCOc1ccc(-n2c(SC(C)C(=O)OC)nc3c([nH]c4ccccc43)c2=O)cc1 (stereo unspecified)	-4%	11%	3%	1%	-1%	2%	8%
CC(C)c1ccc(NC(=O)C(NS(=O)(=O)c2ccc3c(c2)CCC(=O)N3)c2ccccc2)cc1 (stereo unspecified)	0%	-17%	1%	-3%	-2%	-27%	-15%
O=C1c2[nH]nc(-c3ccccc3O)c2C(c2ccccc2F)N1Cc1cccnc1 (stereo unspecified)	1%	-25%	-4%	-3%	-2%	6%	?
Cc1ccc(S(=O)(=O)NC2(C(F)(F)F)NC(=O)N(c3ccc(F)cc3)C2=O)cc1 (stereo unspecified)	1%	-13%	-7%	0%	1%	1%	21%
CCOc1ccc(-c2n[nH]c3c2C(c2ccccc2OC)N(c2ccc(Br)cc2)C3=O)cc1 (stereo unspecified)	0%	2%	-11%	-9%	-2%	-20%	-1%
Cc1ccc(O)c(NC(=O)c2cc(-c3ccccc3O)no2)c1	3%	-2%	-3%	-6%	0%	-26%	?
COc1ccc(C)cc1NS(=O)(=O)c1c(C)nc2sc(C)cn2c1=O	0%	-6%	-7%	0%	0%	-12%	-7%
CC(C)c1ccc(NC(=O)CN2C=NS(=O)(=O)c3ccccc32)cc1	-2%	-13%	3%	2%	0%	-19%	?
Cc1ccc(-c2ccc(=O)n(CC(=O)NC(C)c3ccccc3)n2)cc1 (stereo unspecified)	1%	8%	-8%	-3%	0%	-8%	-5%
COc1cc(OC)c(NC(=O)C2=C(C)C(=O)OC23CCCCC3)cc1Cl	0%	0%	-4%	-1%	-2%	-2%	-7%
O=C(c1ccc(F)cc1)n1nc(-c2ccccc2)nc1NCc1ccco1	5%	-28%	-2%	-4%	0%	-16%	-1%
COCCCn1c(=O)c2sccc2n2c(CCCC(=O)NCc3cccc(OC)c3)nnc12	1%	-8%	6%	-6%	-1%	2%	6%
O=C(NCc1ccccc1Br)c1ccc2nc(N3CCCCC3)sc2c1	-2%	-20%	-10%	-1%	0%	-4%	11%
O=C(c1ccc2c(c1)N(Cc1ccccc1F)C(=O)c1ccccc1S2=O)N1CCC(Cc2ccccc2)CC1 (stereo unspecified)	-1%	6%	2%	-8%	0%	-15%	13%
COc1ccccc1N1CCN(C(=O)CSc2nc3ccccc3nc2Cc2ccccc2)CC1	0%	19%	4%	3%	-1%	-29%	4%
COc1ccc(-c2cn3c(n2)sc2cc(C(=O)Nc4ccc(C)cc4C)ccc23)cc1	-10%	-15%	-3%	-2%	1%	0%	-11%
COc1ccc(-n2nc3c(N4CCC(C(=O)NCc5ccccc5C)CC4)nnc(C)c3c2C)cc1	2%	?	?	10%	0%	-6%	?
O=c1c(N2CCN(c3ccc(F)cc3)CC2)csc2ccc(F)cc12	-1%	-7%	9%	-2%	0%	-8%	-4%
O=C(NCCc1csc(-c2ccc(C(F)(F)F)cc2)n1)c1ccccc1Cl	2%	18%	-7%	-7%	-1%	-1%	9%
Cc1ccc(NC(=O)c2ccc3c(c2)NC(=O)c2ccccc2S3)cc1	-4%	?	-4%	1%	0%	nt	nt
Cc1ccc(-c2nc(NC(=O)CSc3ncnc4sc5c(c34)CCC(C)C5)ns2)cc1 (stereo unspecified)	2%	-9%	0%	2%	1%	3%	2%
Cc1ccc2c(c1)-c1cc(C)nn1C(c1cc(Br)ccc1O)N2 (stereo unspecified)	0%	?	-1%	1%	0%	-9%	12%
CCC(=O)N1CCc2cc(Br)cc(S(=O)(=O)CCC(=O)N3CCN(c4cccc(C(F)(F)F)c4)CC3)c21	-3%	14%	13%	0%	0%	-9%	4%
Cc1ccc(S(=O)(=O)C(CNC(=O)C(=O)NCCc2ccccc2)c2ccco2)cc1 (stereo unspecified)	0%	31%[activator]	3%	5%	-3%	9%	-2%
COc1ccc(CCNC(=O)c2ccc3c(c2)CCN3S(C)(=O)=O)cc1OC	4%	-20%	-4%	-1%	-2%	-14%	0%

These rows are one share of the data; the hit share may differ from the screen's.
